Source: PubChem
NR2E3 ag-1: NR2E3 agonists in two-hybrid cells, primary screen, cell-based, luminescence, CHO-S, Gal4-NCOR/VP16-NR2E3; actives 0.35% (n = 360,000); luciferase; inhibition of corepressor binding, % at 3.98 µM; Photoreceptor-specific nuclear receptor (Homo sapiens), Q9Y5X4; AID 602229, 2012;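 active = inhibition above the mean of all tested compounds plus 3 SD, cut at about 70% in these data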;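 note: 0% = DMSO with NR2E3 transfected cells and 100% = cells lacking NR2E3 construct; higher means lower luciferase signal from less NR2E3 corepressor binding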
Target sequence (Q9Y5X4 whole entry, looked up, the tested form may be a part): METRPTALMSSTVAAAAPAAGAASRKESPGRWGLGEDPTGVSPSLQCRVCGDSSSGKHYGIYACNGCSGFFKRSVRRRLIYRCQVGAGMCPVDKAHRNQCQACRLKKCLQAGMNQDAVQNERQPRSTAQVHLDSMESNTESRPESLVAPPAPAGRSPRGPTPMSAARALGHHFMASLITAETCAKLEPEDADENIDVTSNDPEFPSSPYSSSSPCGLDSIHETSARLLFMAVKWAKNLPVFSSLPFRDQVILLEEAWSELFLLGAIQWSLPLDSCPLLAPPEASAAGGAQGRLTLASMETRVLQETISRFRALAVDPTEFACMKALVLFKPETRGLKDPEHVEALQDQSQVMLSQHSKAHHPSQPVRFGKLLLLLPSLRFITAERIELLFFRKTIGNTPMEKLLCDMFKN
CaV13 FRET inh: Primary screen for inhibitors of IQ motif and Ca2+-dependent inactivation inhibitor domain binding in CACNA1D, Förster resonance energy transfer in living cells, … | actives 0.098% (n = 340,000) | inhibition, % at 12.3 µM | HEK cells, CFP/YFP FRET ICDI-IQ, plate reader, 10 min; percent FRET-ratio fall versus neutral wells;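 active = mean replicate inhibition of at least 30% and at least 1% of replicates passing that level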;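 note: 0% = median of the neutral control wells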
PDI inh: inhibitors of human PDI, primary screen, biochemical, turbidity, single point, plate reader. Protein disulfide-isomerase (Homo sapiens), P07237. PDI insulin aggregation turbidity, A650, 90 min. inhibition, % at 10 µM. actives 0.052% (n = 350,000). AID 588391, 2011;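 active = mean inhibition across replicates of 30% or more, whatever share of single replicates reach that level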;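 note: absorbance from insulin aggregation driven by PDI reduction with DTT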
Target sequence (P07237 whole entry, looked up): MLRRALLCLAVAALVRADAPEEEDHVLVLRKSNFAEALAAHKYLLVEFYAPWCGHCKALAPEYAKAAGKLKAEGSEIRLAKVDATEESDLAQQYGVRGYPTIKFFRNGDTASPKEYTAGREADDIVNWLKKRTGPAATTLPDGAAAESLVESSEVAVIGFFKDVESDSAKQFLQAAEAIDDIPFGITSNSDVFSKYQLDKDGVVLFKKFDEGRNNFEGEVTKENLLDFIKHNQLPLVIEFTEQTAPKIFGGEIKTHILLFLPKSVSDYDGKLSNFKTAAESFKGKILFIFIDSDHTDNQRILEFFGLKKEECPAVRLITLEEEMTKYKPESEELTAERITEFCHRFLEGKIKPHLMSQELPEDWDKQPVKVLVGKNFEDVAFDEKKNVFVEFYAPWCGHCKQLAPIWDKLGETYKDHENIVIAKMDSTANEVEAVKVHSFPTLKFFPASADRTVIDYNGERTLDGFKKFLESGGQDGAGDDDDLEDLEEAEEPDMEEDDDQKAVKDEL
HIF-2a block: HIF-2a reporter inhibitors, primary screen, luminescence, 786-0 RCC cells; actives 0.72% (n = 360,000); 786-0 RCC cells HIF-2a reporter, luciferase luminescence, overnight; AID 624352, 2012; inhibition, % at 18.8 µM;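 active = inhibition of the luminescence signal of 40% or more relative to plate controls, in a single-dose primary screen at 18.75 µM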
NR2E3 ag-2: inhibitors of NR2E3-RetCOR corepressor binding, primary screen, NR2E3 agonist project, biochemical, TR-FRET, GST-NR2E3, biotin-RetCOR; actives 0.12% (n = 320,000); Photoreceptor-specific nuclear receptor (Homo sapiens), Q9Y5X4; 1536-well; AID 2300, 2010; inhibition of corepressor binding, % at 4.78 µM;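 active = percent inhibition above the cutoff of mean plus 3 SD of all tested compounds, set per screening campaign, cut at about 20% in these data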;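 note: 0% = DMSO wells and 100% = biotin wells as full block of FRET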
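system = GST-tagged NR2E3 plus biotinylated RetCOR corepressor | input = 1.35 nM GST-NR2E3 | also added = 7 nM biotin-RetCOR | schedule = 5 h incubation at 4 °C | measured by = TR-FRET with europium anti-GST and streptavidin-D2, 340 nm excitation | read-out = percent loss of FRET ratio relative to control wells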
Peg3 prom inh: Peg3 promoter-driven luciferase inhibitors, primary screen, cell-based, HeLa, luciferase luminescence; HeLa PEG-Prom luciferase reporter, overnight; inhibition, % at 20 µM; actives 1.7% (n = 360,000);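 active = inhibition of at least 50% at 20 µM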
aDG glyco up: activators of alpha-DG glycosylation, primary screen, uHTS, Pro5-aDG cells, AlphaScreen; alpha-DG glycosylation AlphaScreen (IIH6); 0% Pro5, 100% B10-LARGE cell signal; activation, % at 10 µM; actives 0.22% (n = 360,000);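 active = activation of at least 8% versus controls, or a plate z-score of at least 8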;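 note: Pro5 are CHO cells carrying HIG-tagged alpha-DG that lacks glycosylation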
Vif inh: HIV Vif self-association inhibitors, primary screen, imaging, HEK293T, single point; HEK293T cells, Vif self-association by quenched fluorescence, 24 h; inhibition, % at 7.49 µM; actives 0.35% (n = 340,000); AID 602346, 2012; in the data active = inhibition above about 50%, passing the limit was not always enough; note: some results filed as inactive read as strong as hits
hiPSC survival: enhancers of single-cell hiPSC survival, primary screen, ATPlite luminescence; AID 602274, 2012; actives 0.044% (n = 360,000); survival enhancement, % at 20 µM; 100% = ROCK inhibitor wells, 0% = DMSO; in the data active = survival enhancement above about 18%;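 note: cells exposed to compounds for 16 hours before the ATP read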
TRPM1 prom inh: inhibitors of MITF-dependent TRPM1 promoter reporter, primary screen, cell-based, SK-MEL-5, single point, luciferase; SK-MEL-5 TRPM1 promoter luciferase, 24 h; inhibition, % at 12.5 µM; actives 0.83% (n = 330,000); AID 488899, 2010;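 active = mean inhibition across replicates of 60% or more, whatever share of single replicates reaches that level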; note: values of inactives mirror those of a sister screen read the other way
Exocytosis inh: LAMP-1 surface exposure blockers, TALL-104 cells – cell-based, flow cytometry, MLPCN library, primary screen | inhibition, % at 10 µM | actives 0.66% (n = 360,000) | TALL-104 LAMP-1 surface exposure; cells stimulated with thapsigargin and PMA;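 active = inhibition above about 55%, limit read from the data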
The depositor's hits bear a star; . = no result given.

no.	mol	NR2E3 ag-1	CaV13 FRET inh	PDI inh	HIF-2a block	NR2E3 ag-2	Peg3 prom inh	aDG glyco up	Vif inh	hiPSC survival	TRPM1 prom inh	Exocytosis inh
1	CC(=O)NCCOc1ccc2oc3ccccc3c2c1	-59.3	-0.3	14.4	-195.9	1.1	-198.0	0.0	-1.9	1.7	-50.0	-3.0
2	Nc1cccc2c1C(=O)N(C(=O)/C=C/c1ccc(F)cc1)C2=O	-6.7	-6.5	4.4	28.9	-0.5	102.2*	-0.1	0.6	-0.5	41.9	8.3
3	Cc1nc(SCC(=O)N(C)C2CCS(=O)(=O)C2)c(C#N)c(C)c1C (stereo unspecified)	13.3	-2.8	12.4	14.7	1.8	12.7	0.0	.	0.2	-0.7	13.2
4	COc1ccc(NC2c3ncccc3C(=O)N2Cc2ccccc2)c(OC)c1 (stereo unspecified)	6.6	-7.7	-1.3	-5.7	-5.1	8.0	-0.1	.	-1.2	10.2	2.0
5	O=C(COC(=O)c1cc(-c2ccccc2)nc2ccccc12)NC1CC1	-3.8	-2.5	19.8	-33.2	.	-15.3	0.0	-4.0	0.1	-2.9	0.7
6	CCOc1ccccc1C(=O)N(C)Cc1cc2ccccc2[nH]c1=O	-18.5	-5.7	8.5	-3.1	3.5	6.2	0.1	-0.3	3.1	0.5	-1.5
7	CCc1nc2c(OCc3ccc(Cl)cc3Cl)cccn2c1N(C)C(=O)c1ccccc1F	4.9	-4.8	-0.9	-46.0	.	33.7	0.1	.	-4.8	.	4.9
8	O=C(NCc1cccc(Cl)c1)c1ccc(-c2csnn2)cc1	-2.3	-4.7	-7.2	-20.9	-2.9	3.5	0.0	7.9	1.2	-11.0	1.3
9	CC(C)(C)c1cc(C(F)(F)F)n2ncc(-c3ccccc3)c2n1	-9.2	-10.6	-3.4	12.0	2.8	-7.0	-0.6	6.4	-0.6	-8.1	-3.9
10	O=C(Nc1csc(Cc2c(Cl)cccc2Cl)n1)NN1CCOCC1	-4.2	-3.8	-4.6	23.3	-0.4	14.7	0.1	0.1	0.5	3.3	-0.8
11	Cc1cccc2nc(-c3ccco3)c(Nc3ccccc3)n12	8.6	-6.4	7.9	14.9	0.0	3.3	0.1	1.0	0.1	4.0	11.4
12	CCN(CC(=O)Nc1ccccc1OC)C(=O)/C=C/c1cccs1	-21.7	-6.0	-0.3	-59.1	4.1	-24.2	-0.2	-6.8	0.3	-7.2	-2.1
13	c1ccc(-c2noc(C3CCC3)n2)nc1	-29.6	-12.6	-5.8	-55.9	2.1	-52.7	-0.1	25.5	1.0	.	1.2
14	Cc1ccnc(NC(=O)c2cc(-c3ccc(Cl)s3)nc3ccccc23)c1	-33.4	-5.7	1.0	-86.8	-3.7	-56.1	-0.2	.	-0.2	-12.9	-7.2
15	N#CC(C#N)=C/C(C#N)=C(/N)N1CCN(c2ccc(Cl)cc2)CC1	-14.2	-6.5	-2.4	-64.9	6.1	-0.8	2.0	16.7	10.8	-15.1	3.3
16	O=C(N/C(=C\c1ccccc1)C(=O)N1CCN(CCO)CC1)c1ccccc1	-17.3	-6.3	-0.3	13.9	0.5	-10.3	-0.4	10.9	-1.0	-1.9	1.6
17	CCN1CCSc2ccc(C(=O)NCc3ccccc3C)cc21	0.5	-6.5	.	6.8	4.6	29.4	-0.1	-4.0	-0.1	4.5	12.7
18	CCC(C)NC(=O)CN(c1cc(C)ccc1OC)S(C)(=O)=O (stereo unspecified)	-1.0	-5.0	2.0	8.1	-1.1	1.7	-0.2	-1.8	-0.9	0.5	-3.2
19	CCOc1ccc(N(C)S(=O)(=O)c2ccc(C)c(C(=O)Nc3nnc(C4CC4)s3)c2)cc1	4.4	-3.1	-6.9	0.1	0.0	3.8	-0.3	-0.6	0.8	-3.6	5.9
20	COC(=O)c1ccc2nc(-c3ccc(F)cc3)c(Cc3ccccc3C(F)(F)F)n2c1	-2.9	-4.5	.	-18.2	.	.	0.0	.	1.0	.	-6.1
21	CC1=C(C(=O)N2CCCCCC2)CC(CC(=O)NCCN2CCOCC2)C(=O)N1Cc1ccc(C(C)(C)C)cc1 (stereo unspecified)	-23.9	-13.6	.	5.5	.	.	-0.2	.	-2.3	.	1.9
22	CC1Sc2ccc(S(=O)(=O)N3CCC(C(=O)N4CCN(C)CC4)CC3)cc2NC1=O (stereo unspecified)	10.7	-4.0	-1.9	8.3	1.7	8.0	-0.1	13.5	1.2	-1.5	0.2
23	CC(C)C[C@H]1CNC(=O)C(=O)N1C[C@@H]1CCCN1C[C@H](Cc1ccc(O)cc1)N1C[C@H](Cc2ccccc2)N(CC2CCCCC2)C(=O)C1=O	1.7	-2.2	.	3.9	.	.	-0.1	.	-0.6	.	-6.0
24	CCCOc1ccc(C2=NNC(c3cccs3)=Nc3ccc(OC)cc32)cc1	-100.0	-6.1	-3.2	1.1	0.6	6.6	-0.6	.	-0.2	2.4	-3.2
25	COC(=O)C1C(c2ccccc2)C(C(=O)N2CCOCC2)C1c1ccccc1 (stereo unspecified)	3.0	-4.3	-1.3	5.0	-0.5	1.7	0.3	-8.6	7.6	2.2	-0.9
26	Cc1ccc(C(=O)Nc2cccc(C(F)(F)F)c2)cc1Nc1ncnc2nc[nH]c12	6.0	-8.2	-3.0	26.3	-1.3	38.4	0.1	1.2	4.2	.	8.8
27	O=C(CSc1ccc2c(c1)OCCO2)Nc1ncccc1O	-6.7	-7.4	17.9	-9.2	-0.1	-34.6	-0.2	4.6	-0.4	-24.2	-1.7
28	O=C(O)C(=Cc1cccc([N+](=O)[O-])c1)c1ccc(Cl)cc1	-10.4	-5.3	-4.7	5.0	.	5.4	0.1	-2.1	-0.1	-4.1	42.9
29	O=C(O)c1cc(-c2cccs2)nn1-c1ccc(F)cc1	1.2	3.1	-1.1	13.8	1.7	2.7	0.2	-1.6	3.4	0.3	-1.1
30	O=C(Nc1cccc(C(=O)N2CCCC2)c1)C1CCC1	-7.3	-8.1	18.4	4.9	.	-15.8	0.2	4.5	0.6	-3.1	-1.3

Sorted by formula weight (highest first): some entries from above.
no.	mol	NR2E3 ag-1	CaV13 FRET inh	PDI inh	HIF-2a block	NR2E3 ag-2	Peg3 prom inh	aDG glyco up	Vif inh	hiPSC survival	TRPM1 prom inh	Exocytosis inh
7	CCc1nc2c(OCc3ccc(Cl)cc3Cl)cccn2c1N(C)C(=O)c1ccccc1F	4.9	-4.8	-0.9	-46.0	.	33.7	0.1	.	-4.8	.	4.9
14	Cc1ccnc(NC(=O)c2cc(-c3ccc(Cl)s3)nc3ccccc23)c1	-33.4	-5.7	1.0	-86.8	-3.7	-56.1	-0.2	.	-0.2	-12.9	-7.2
8	O=C(NCc1cccc(Cl)c1)c1ccc(-c2csnn2)cc1	-2.3	-4.7	-7.2	-20.9	-2.9	3.5	0.0	7.9	1.2	-11.0	1.3

Additional entries.
no.	mol	NR2E3 ag-1	CaV13 FRET inh	PDI inh	HIF-2a block	NR2E3 ag-2	Peg3 prom inh	aDG glyco up	Vif inh	hiPSC survival	TRPM1 prom inh	Exocytosis inh
31	O=C(NNS(=O)(=O)c1ccc2ccccc2c1)c1cc(-c2ccccn2)nc2ccccc12	-30.3	-2.7	1.4	-2.6	2.7	10.7	-0.2	-2.4	-0.7	-3.3	2.3
32	COc1ccc(OCCOc2ccc(C)nc2[N+](=O)[O-])cc1	-60.0	-6.9	-1.6	-195.0	-1.3	-127.8	0.0	-0.5	-0.9	-34.4	3.0
33	COc1ccc(NC(=O)CSc2nc(N)c(NC(=O)c3ccccc3F)c(=O)[nH]2)cc1	12.3	-5.8	-1.8	10.4	1.7	5.3	-0.2	-2.1	-0.5	15.6	-13.7
34	Cc1c(C=O)c2ccccn2c1C(=O)c1ccc(F)cc1	-28.9	-3.7	6.2	28.4	1.6	9.2	0.0	-12.1	0.1	-19.4	-4.6
35	Cc1ccc(CN2C(=O)C(C)(C)Oc3ccc(C(=O)N4CCCCC4)cc32)cc1	-4.5	-4.3	-9.8	19.3	3.4	41.6	0.3	-6.8	-1.9	-1.5	-0.3
36	O=C(NN1C(=O)/C(=C/c2ccc(O)cc2)SC1=S)c1cccc(O)c1	-21.3	-1.2	0.5	-15.7	2.5	10.2	-0.4	-2.5	1.3	-2.4	-0.1
37	Cc1ccc(NC(=S)Nc2ccc(S(=O)(=O)Nc3ncccn3)cc2)c(C)c1	-29.0	-13.7	0.4	22.9	-1.4	0.1	0.0	12.5	-0.2	11.4	7.3
38	C/C(=N/OCc1ccc(Br)cc1)c1ccccn1	-78.8	-4.4	6.6	-246.9	4.8	-296.1	-0.4	-8.0	-2.7	-109.0	-1.2
39	CC(=O)c1c(C)[nH]c(C(=O)CN2C(=O)NC(C)(c3ccc(C)cc3)C2=O)c1C (stereo unspecified)	44.0	-6.8	-1.9	8.0	0.3	4.6	-0.3	0.8	-2.8	16.3	19.9
40	Cc1ccc(CN(C(=O)c2cc(=O)c3cc(C)cc(C)c3o2)C2CCS(=O)(=O)C2)cc1 (stereo unspecified)	-9.8	-4.6	8.8	17.1	-2.6	16.0	0.0	18.5	-0.4	.	0.1
41	COc1ccc(C2(CNC(=O)C(=O)Nc3ccc(C)cc3)CCOCC2)cc1	-17.8	-2.0	1.1	-46.5	5.3	-14.1	-0.2	-8.5	0.4	-24.8	7.7
42	Cc1ccc(Cl)cc1NS(=O)(=O)c1cc2[nH]c(=O)c(=O)[nH]c2cc1C	14.7	-7.1	-1.0	8.8	4.1	7.7	-0.2	-4.6	4.6	5.6	-1.0
43	CCCCNC(=O)O[C@H]1C[C@@H]2CCN3C(=O)CCC(C)(C)[C@H](C1)[C@H]23	-9.4	-6.1	-5.7	-1.0	2.6	1.1	0.1	-3.7	0.1	.	4.5
44	COc1ccc(Cc2nnc(NC(=O)c3cccc(F)c3)s2)cc1OC	-31.2	-2.1	5.1	1.8	-1.2	0.8	0.4	-6.9	-0.4	-7.2	-14.4
45	O=C1C2=C(NC(=S)NC2c2ccc(Cl)cc2)NC(c2ccc(Cl)cc2)N1c1ccc(Cl)cc1 (stereo unspecified)	-16.7	-4.1	13.7	-25.9	-4.0	8.6	0.0	.	1.7	7.4	16.9
46	CCN(CC)S(=O)(=O)c1cc(C(=O)OC)ccc1Cl	-22.0	-5.5	1.9	19.4	2.0	-23.8	-0.1	-5.6	-1.6	16.2	-2.6
47	CCN(CC)c1ccc2cc(NC(=O)CCC(=O)O)c(=O)oc2c1	41.4	5.1	4.6	84.3*	-1.2	43.9	0.0	2.6	-2.6	92.4*	-0.4
48	Cc1noc(C)c1S(=O)(=O)N1CCC(C(=O)N2CCC(C)CC2)CC1	5.7	.	-1.3	5.5	-4.1	3.5	0.4	12.6	0.3	-0.3	-3.7
